# SIAH1 antagonists: Siah-1 peptide-binding antagonists, primary screen, biochemical, fluorescence polarization, rhodamine-plectin, uHTS (AID 1817). 290,000 compounds, 0.02% hits. displacement, % at 20 µM; hits with a dose series show IC50 in µM. Siah-1 / rhodamine-plectin peptide fluorescence polarization; higher % means a stronger effect;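 active = displacement of at least 50% at 20 µM, with a fluorescence ratio check between 0.3 and a set limit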;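 also: plate controls were Siah plus tracer with DMSO for no effect and tracer alone without Siah for full effect; strong numbers were not always called active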
# Salmonella PhoP GFP: PhoP-dependent GFP reporter repression – Salmonella Typhimurium, primary screen (AID 1863); S. Typhimurium PhoP-regulated promoter GFP reporter, 4 h; higher % means a stronger effect; inhibition, % at 50 µM; hits with a dose series show IC50 in µM; 300,000 compounds, 0.16% hits;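 active = inhibition over 29.93%, a cutoff 3 SD above the screen mean, later confirmed by dose response; inconclusive = inhibition over 29.93% but no dose response follow-up; inactive = inhibition at most 29.93% or unconfirmed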;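 also: 0% = low Mg2+ inducing control and 100% = high Mg2+ repressing control; strong numbers were not always called active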
# Yfh1-off respiration: mitochondrial function rescue without frataxin homolog – Friedreich's ataxia, plus single-dose screen, dose response (AID 1465); 220,000 compounds, 0.074% hits; fold induction at 50 µM, or EC50 in µM where a hit was titrated; S. cerevisiae Yfh1-off respiration, WST-1 reduction, 72 h; higher fold induction means a stronger effect;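 active = fold induction of absorbance versus untreated yeast above a set limit, then at least 30% activation at any dose in follow-up; inconclusive = repeats straddling the limit, or above it without dose testing; inactive = fold induction below the set limit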;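 also: activators that raise dye reduction in frataxin-depleted yeast; strong numbers were not always called active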
# West Nile virus CPE: West Nile virus antiviral activity, cell-based, CPE readout (AID 1621). West Nile virus-infected cells, CPE inhibition; higher % means a stronger effect. CPE inhibition, % at 10 µM; hits with a dose series show IC50 in µM. 290,000 compounds, 0.02% hits; in the data active = a potency from the dose series; inconclusive = CPE inhibition mostly from about 3.7% at the one dose, without a potency; inactive = the rest, 99 in 100 with CPE inhibition below about 2.2%; also: strong numbers were not always called active
# Numbers without * were called inactive; i = inactive; ? = inconclusive; . = no result given; & = joins results of further samples. The list is partial; count on the stated rates, not on these rows.
# Letter code: A = SIAH1 antagonists; B = Salmonella PhoP GFP; C = Yfh1-off respiration; D = West Nile virus CPE
CCCNS(=O)(=O)c1ccc(OCC(=O)N2CCN(Cc3ccc4c(c3)OCO4)CC2)c(C)c1
  A: .	B: -6.0%	C: .	D: .
Cc1ccc(-c2cc(-c3ccc(C)cc3)[n+](-c3ccc(C(=O)O)cc3)c(-c3ccc(C)cc3)c2)cc1
  A: .	B: -4.7%	C: .	D: .
Cc1ccc(C(O)P(=O)(Oc2ccccc2)Oc2ccccc2)cc1 (stereo not given)
  A: .	B: -5.9%	C: .	D: .
C=C[C@H]1CN2CC[C@H]1C[C@@H]2[C@@H](O)c1ccnc2ccccc12
  A: .	B: -5.7%	C: .	D: .
Nc1ncc2[nH]cnc2n1
  A: .	B: -4.8%&-5.9%	C: .	D: .
C[C@]12CC[C@@H](O)C[C@H]1CC[C@@H]1[C@@H]2CC[C@]2(C)C(=O)CC[C@@H]12
  A: .	B: -6.0%	C: .	D: .
Cc1cc(C)[n+](CCCC[n+]2c(C)cc(C)cc2C)c(C)c1
  A: .	B: -3.4%	C: .	D: .
CC1=NCCc2c1[nH]c1cc(O)ccc21
  A: .	B: -21.0%	C: .	D: .
CC(C)C[C@H]1C(=O)N2CCC[C@H]2[C@]2(O)O[C@](NC(=O)[C@@H]3C=C4c5cccc6[nH]cc(c56)C[C@H]4N(C)C3)(C(C)C)C(=O)N12
  A: .	B: -19.1%	C: .	D: .
C=C[C@@]12CN(C)[C@H]3[C@H]1[C@@]1(C(=O)Nc4ccccc41)C1CC2[C@@H]3CO1
  A: .	B: 4.3%	C: .	D: .
COc1cc2c(c(OC)c1OC)-c1ccc(O)c(=O)cc1[C@@H](N)CC2
  A: .	B: -10.0%	C: .	D: .
C[n+]1ccc(-c2ccccc2)c2ccccc21
  A: .	B: -7.7%	C: .	D: .
c1ccc2nc(N3CCNCC3)ccc2c1
  A: .	B: -8.5%	C: .	D: .
COC(=O)C1=C(c2cc3ccccc3o2)C[C@@H]2CC[C@H]1N2C(=O)NCCNC(C)=O
  A: .	B: .	C: i	D: 0.2%
COC(=O)C1=C(c2cc3ccccc3s2)C[C@@H]2CC[C@H]1N2C(=O)NCCS(C)=O (stereo not given in full)
  A: .	B: .	C: i	D: -1.2%
CN1CC[C@@]2(C)c3cc(O)ccc3N(C)C2O1 (stereo not given in full)
  A: .	B: .	C: i	D: 0.8%
CN(CC#CCN1CCCC1)C(=O)c1cccc(Cl)c1
  A: .	B: .	C: i	D: -0.8%
COC(=O)C1=C(c2ccccc2)C[C@@H]2CC[C@H]1N2C(=O)NCc1ccco1
  A: .	B: .	C: i	D: -1.0%
COC(=O)C1=C(c2cc3ccccc3o2)C[C@@H]2CC[C@H]1N2C(=O)N1CCCC1
  A: .	B: .	C: i	D: -1.4%
COc1ccccc1-n1c(-c2ccc(C)cc2)nc2ccccc2c1=O
  A: 3.1%	B: .	C: .	D: 0.6%
CCOc1ccc(N2C(=O)NC(=O)/C(=C\c3ccccc3[N+](=O)[O-])C2=O)cc1
  A: 3.7%	B: .	C: .	D: -0.1%
C/C=C(\C)C(=O)N[C@@H](c1ccccc1)[C@@H](O)C(=O)O[C@H]1C[C@@]2(O)[C@@H](OC(=O)c3ccccc3)C3[C@](C)(C(=O)[C@H](OC(C)=O)C(=C1C)C2(C)C)[C@@H](O)C[C@H]1OC[C@@]31OC(C)=O (stereo not given in full)
  A: 0.0%	B: .	C: .	D: ?
CCOC(=O)C1(CCc2ccccc2)CCN(C(C)CSC)CC1 (stereo not given)
  A: .	B: 3.9%	C: .	D: -1.1%
CN(C(=O)Cc1ccc2c(c1)OCO2)C1CCCN(Cc2ccccc2F)C1 (stereo not given)
  A: .	B: -5.2%	C: .	D: -1.2%
O=C1NC(=S)NC(=O)C1C1CCCCC1
  A: -3.0%	B: .	C: i	D: -0.3%
COc1ccc(C2(c3cccc(O)c3OC)CCN(C(C)=O)CC2)cc1O
  A: .	B: -3.8%	C: i	D: 0.1%
COC(=O)C1=C(c2cc3ccccc3s2)C[C@@H]2CC[C@H]1N2C(=O)N1CCC(C)CC1
  A: .	B: -0.1%	C: i	D: -0.7%
C=C1[C@@H](OC(C)=O)[C@]23C[C@@H]1[C@@H](OC(C)=O)CC2[C@]12C4C[C@H]3[C@H]1N(CC)C[C@]4(C)CC[C@@H]2O (stereo not given in full)
  A: .	B: 2.1%	C: i	D: -0.8%
O=[N+]([O-])c1ccc2nc(N3CCNCC3)ccc2c1
  A: .	B: -15.1%	C: i	D: -0.8%
COC(=O)C1=C(c2ccc(S(C)(=O)=O)cc2)C[C@@H]2CC[C@H]1N2C(=O)NCC1CC1
  A: .	B: -6.7%	C: i	D: -0.7%
CN(C)[C@@H]1C(=O)C(C(N)=O)=C(O)[C@@]2(O)C(=O)C3=C(O)c4c(O)cccc4[C@@](C)(O)[C@H]3C[C@@H]12
  A: .	B: -0.3%	C: i	D: 0.9%
CCCN1CCc2cc(O)cc3c2[C@H]1Cc1ccc(O)c(O)c1-3
  A: .	B: 1.9%	C: i	D: -0.4%
CCN1C[C@]2(CO)CC[C@H](OC)[C@@]34C5C[C@H]6[C@H](OC)C5[C@](O)(C[C@H]6OC)[C@@](O)(C(OC)C23)[C@@H]14 (stereo not given in full)
  A: .	B: 3.0%	C: i	D: -0.7%
O=C(c1cc(F)ccc1F)C1CCCN(Cc2cc(Cl)ccc2O)C1 (stereo not given)
  A: -3.3%	B: 2.2%	C: .	D: -1.4%
Cc1cc(OCC(=O)N2CCC(C(=O)O)CC2)c2c3c(c(=O)oc2c1)CCC3
  A: 3.2%	B: -0.4%	C: .	D: -0.3%
Cc1nc2ccc(Cl)cc2c(=O)n1-c1ccc([N+](=O)[O-])cc1
  A: 8.6%	B: -2.9%	C: .	D: 0.3%
CC1=Nc2ccccc2/C1=C/c1c(O)n(C)c(=O)[nH]c1=O
  A: 0.5%	B: 0.0%	C: .	D: -0.6%
O=P1(N(CCCl)CCCl)NCCCO1 (stereo not given)
  A: -2.1%	B: -1.3%	C: .	D: 0.5%
Cc1c(C(=O)O)cc(-c2ccccc2)n1Cc1ccccc1
  A: -1.3%	B: 2.9%	C: .	D: 0.0%
CCN(CC)C(=O)c1ccc(NC(=S)NC(=O)CCc2ccccc2)cc1
  A: 2.8%	B: -3.5%	C: .	D: -0.7%
N/C(=N\[N+](=O)[O-])N1CCN(C(=O)Oc2ccccc2)CC1
  A: 7.4%	B: 3.5%	C: .	D: -0.2%
CCC(C(=O)N1C[C@H]2C[C@@H](C1)c1cccc(=O)n1C2)c1ccccc1 (stereo not given in full)
  A: -2.1%	B: -0.1%	C: .	D: -0.4%
CCCCCCn1c(=O)c(C(=O)Nc2cccc(C)n2)c(O)c2ccccc21
  A: -1.7%	B: -8.4%	C: .	D: -1.4%
O=C(c1cc2cc(F)ccc2[nH]1)N1CCC2(CC1)OCCO2
  A: -8.1%	B: -4.0%	C: .	D: -0.4%
COc1cc(OC)c(OC)cc1CNCCc1ccc(F)cc1
  A: -4.5%	B: 2.1%	C: .	D: -1.1%
COc1ccc2c(c1OC)C(=O)OC2C1c2cc3c(cc2CCN1C)OCO3 (stereo not given)
  A: 4.8%	B: -2.7%	C: .	D: -0.4%
Cc1cc(N2CCN(C)CC2)nc2ccccc12
  A: 3.8%	B: 2.9%	C: .	D: 0.1%
Cc1cc(C(=O)N2CCC3(CC2)OCCO3)no1
  A: 0.8%	B: 4.2%	C: .	D: -0.2%
COc1cccc(C(=O)C2CCCN(Cc3ccc(F)cc3)C2)c1 (stereo not given)
  A: 0.8%	B: 3.9%	C: .	D: -0.4%
Cc1cc(OCC(=O)NC(Cc2ccc(Cl)cc2)C(=O)O)c2c3c(c(=O)oc2c1)CCC3 (stereo not given)
  A: 12.6%	B: -5.9%	C: .	D: 1.2%

# Following part.
# Letter code: A = SIAH1 antagonists; B = Salmonella PhoP GFP; C = Yfh1-off respiration; D = West Nile virus CPE
CCOc1cc2c(cc1OCC)-n1cccc1C(c1ccc(C(C)C)cc1)NC2 (stereo not given)
  A: -7.0%	B: 9.9%	C: .	D: 0.3%
Cc1ccccc1-c1nc2ccccc2c(=O)n1C
  A: -1.0%	B: -5.0%	C: .	D: 0.0%
O=c1c2ccccc2nc(/C=C/c2ccc(O)cc2)n1-c1ccc(O)cc1
  A: 6.8%	B: 12.0%	C: .	D: 1.2%
COc1ccc2[nH]c3c(c2c1)CCNC3C (stereo not given)
  A: 3.4%	B: -0.8%	C: .	D: -0.6%
Cc1ccccc1N1CCN(Cc2ccc3c(c2)OCO3)CC1
  A: 6.8%	B: 0.2%	C: .	D: -0.5%
CCOc1ccc(CNCCc2ccc3c(c2)OCO3)cc1
  A: -4.2%	B: 13.4%	C: .	D: -0.7%
CC(C)N1CCN(Cc2c[nH]c3ccccc23)CC1CCO (stereo not given)
  A: 2.3%	B: -6.2%	C: .	D: 0.5%
C[N+]1(C)[C@@H]2CC[C@H]1CC(OC(=O)C(c1ccccc1)c1ccccc1)C2 (stereo not given in full)
  A: 2.8%	B: -1.6%	C: .	D: -0.1%
O=C(c1ccc(Cl)cc1)N1CCC2(CC1)OCCO2
  A: -1.6%	B: -5.7%	C: .	D: 0.1%
CC(=O)N1CCN(CCN=Cc2c(O)n(-c3ccc(C)cc3)c(=S)[nH]c2=O)CC1
  A: 10.0%	B: -1.9%	C: .	D: -0.7%
CCOC(=O)C1(CCOc2ccccc2)CCN(Cc2cccc(O)c2)CC1
  A: 1.9%	B: -0.7%	C: .	D: -1.2%
COc1ccccc1OCC(=O)N1CCCC(N2CCN(c3ccc(F)cc3)CC2)C1 (stereo not given)
  A: -1.1%	B: 3.7%	C: .	D: -0.9%
CN1CCCN(c2ccc([N+](=O)[O-])nc2)CC1
  A: -4.5%	B: -3.0%	C: .	D: -0.4%
CCN1CCN(Cc2cc3c(cc2[N+](=O)[O-])OCO3)CC1
  A: -2.3%	B: -4.1%	C: .	D: 0.0%
O=P(C(Cl)Cl)(N1CCOCC1)N1CCOCC1
  A: 2.0%	B: -2.0%	C: .	D: 0.0%
CN1CCCC(C(=O)c2ccc(-c3ccccc3)cc2)C1 (stereo not given)
  A: -3.6%	B: 0.7%	C: .	D: -1.1%
CN(C)C(=O)Oc1ccc2c(=O)c(Oc3ccccc3Br)coc2c1
  A: -5.2%	B: 13.5%	C: .	D: -0.6%
Brc1ccccc1CNCCc1ccc2c(c1)OCO2
  A: -4.4%	B: 5.2%	C: .	D: -1.3%
O=C(Cn1ncn2c(cc3cc(F)ccc32)c1=O)N1CCC2(CC1)OCCO2
  A: 2.0%	B: -8.2%	C: .	D: -0.7%
Cc1cc(/C=C2\C(=O)NC(=O)N(c3cccc(F)c3)C2=O)c(C)n1-c1ccc(C(=O)O)c(Cl)c1
  A: 1.6%	B: -5.6%	C: .	D: 0.5%
Fc1ccc(N2CCN(Cc3cc4c(cc3Br)OCO4)CC2)cc1
  A: -2.3%	B: 1.1%	C: .	D: -1.4%
CC(C)COc1ccc(Cc2c(O)[nH]c(=S)[nH]c2=O)cc1
  A: 1.0%	B: -0.5%	C: .	D: 0.2%
CN1CCC(O)(c2cccs2)C(C(=O)c2cccs2)C1 (stereo not given)
  A: -0.4%	B: 12.5%	C: .	D: -2.5%
CC1CCN(CC(=O)c2cccc(C(F)(F)F)c2)CC1
  A: 2.4%	B: -2.3%	C: .	D: 0.2%
CC(C)(C#CC(=O)O)OOC(c1ccccc1)(c1ccccc1)c1ccccc1
  A: 1.6%	B: 14.3%	C: .	D: -0.8%
Cc1nc2ccccc2c(=O)n1-c1ccc(-c2ccccc2)cc1
  A: -3.4%	B: -0.5%	C: .	D: -0.4%
CN1CCCN(C(=O)COc2ccccc2)CC1
  A: 3.2%	B: -11.7%	C: .	D: -0.1%
CCC1(c2ccc(-c3ccccc3)cc2)C(=O)NC(=O)NC1=O
  A: 4.1%	B: -0.5%	C: .	D: 0.9%
COc1ccc2[nH]cc(CCNCc3cccnc3)c2c1
  A: 2.3%	B: -1.8%	C: .	D: 0.8%
Clc1ccccc1NC1=NCCCS1
  A: 0.1%	B: 16.8%	C: .	D: -0.1%

# Shown with values under each structure: part of the list above.
# Under each structure: SIAH1 antagonists	Salmonella PhoP GFP	Yfh1-off respiration	West Nile virus CPE
Cc1nc2ccccc2c(=O)n1-c1ccc(-c2ccccc2)cc1
  -3.4%	-0.5%	.	-0.4%
CN1CCCN(C(=O)COc2ccccc2)CC1
  3.2%	-11.7%	.	-0.1%
CCC1(c2ccc(-c3ccccc3)cc2)C(=O)NC(=O)NC1=O
  4.1%	-0.5%	.	0.9%

# Source: PubChem
